Screening results from PubChem.
PAFAH2 inh = PAFAH2 enzyme inhibitors, primary screen, biochemical, fluorescence polarization, human | inhibition, % at 3.39 µM | recombinant PAFAH2, FP-rhodamine activity probe | 0.99% of 340,000 active | Platelet-activating factor acetylhydrolase 2, cytoplasmic (Homo sapiens), Q99487;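 active means inhibition above the mean over all tested compounds plus 3 SD, cut at about 30% in these data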;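 further: inhibitors block probe labeling of enzyme so polarization drops; 0% = enzyme with DMSO and 100% = wells lacking PAFAH2 protein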
pPAFAH FP inh = pPAFAH enzyme inhibitors, primary screen, biochemical, fluorescence polarization, human | Platelet-activating factor acetylhydrolase (Homo sapiens), Q13093 | recombinant pPAFAH, FP-rhodamine probe fluorescence polarization | inhibition, % at 3.39 µM | 1.5% of 330,000 active | AID 463082, 2010;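 active means inhibition above the mean inhibition across the screen plus 3 SD, cut at about 25% in these data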;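 further: inhibitors block binding of the rhodamine activity-based probe so polarization drops; 0% = enzyme with DMSO and 100% = wells lacking pPAFAH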
PAD4 FP inh = human PAD4 inhibitors, primary screen, biochemical, fluorescence polarization, 1536-well format; Protein-arginine deiminase type-4 (Homo sapiens), Q9UM07; recombinant PAD4, RCA probe fluorescence polarization; inhibition, % at 6.36 µM; 0.41% of 330,000 active; AID 485272, 2010;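 active means percent inhibition above a cutoff equal to the mean of all tested compounds plus 3 SD, cut at about 15% in these data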;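 further: 0% = PAD4 with RCA probe and DMSO and 100% = probe without PAD4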
PREPL inhibitor = PREPL enzyme inhibitors, primary screen, biochemical, fluorescence polarization; Prolyl endopeptidase-like (Homo sapiens), Q4J6C6; recombinant PREPL, fluorescence polarization activity-based probe; inhibition, % at 5.96 µM; 0.68% of 320,000 active; AID 2751, 2010; in the data active means inhibition above about 43%;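 further: 0% = enzyme with DMSO and 100% = wells lacking enzyme; many of its hits are not listed in these tables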
Target sequence (Q4J6C6 whole entry, looked up): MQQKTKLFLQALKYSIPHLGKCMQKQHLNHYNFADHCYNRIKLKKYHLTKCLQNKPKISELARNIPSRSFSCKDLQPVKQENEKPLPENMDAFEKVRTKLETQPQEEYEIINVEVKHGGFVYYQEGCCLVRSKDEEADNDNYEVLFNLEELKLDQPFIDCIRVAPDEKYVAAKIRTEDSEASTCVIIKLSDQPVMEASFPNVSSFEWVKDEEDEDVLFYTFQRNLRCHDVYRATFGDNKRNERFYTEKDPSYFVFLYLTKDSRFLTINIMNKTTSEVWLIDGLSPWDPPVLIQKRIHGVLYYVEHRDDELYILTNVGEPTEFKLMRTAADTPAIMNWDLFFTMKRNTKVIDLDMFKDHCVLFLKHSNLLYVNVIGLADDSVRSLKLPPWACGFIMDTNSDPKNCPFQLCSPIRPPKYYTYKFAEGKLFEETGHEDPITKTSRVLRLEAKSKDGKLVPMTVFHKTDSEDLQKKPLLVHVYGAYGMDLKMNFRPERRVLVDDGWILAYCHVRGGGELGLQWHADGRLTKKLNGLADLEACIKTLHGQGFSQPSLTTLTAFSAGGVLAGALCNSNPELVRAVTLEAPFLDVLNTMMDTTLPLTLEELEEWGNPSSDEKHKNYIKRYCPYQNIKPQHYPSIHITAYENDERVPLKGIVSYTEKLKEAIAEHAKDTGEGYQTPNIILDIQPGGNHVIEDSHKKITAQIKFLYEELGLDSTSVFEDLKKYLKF
PAFAH1B3 FP inh = PAFAH1B3 enzyme inhibitors, primary screen, biochemical, fluorescence polarization, human; Platelet-activating factor acetylhydrolase IB subunit alpha1 (Homo sapiens), Q15102; recombinant PAFAH1B3, FP-rhodamine probe; inhibition, % at 3.39 µM; 0.28% of 340,000 active;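 active means inhibition above the screen-wide average of all tested compounds plus 3 SD, cut at about 25% in these data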;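 further: 0% = enzyme with DMSO only and 100% = wells lacking PAFAH1B3 protein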
LYPLA2 inh = LYPLA2 inhibitors, primary screen, counter-screen for PME1 inhibitor project, biochemical, fluorescence polarization, FP-Rh probe ABPP. Acyl-protein thioesterase 2 (Homo sapiens), O95372. recombinant LYPLA2. inhibition, % at 5.9 µM. 0.38% of 320,000 active. AID 2177, 2009;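 active means inhibition above the screen-wide mean plus 3 SD, limit set per campaign, cut at about 26% in these data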;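 further: 0% = LYPLA2 with DMSO and 100% = wells lacking LYPLA2 enzyme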
Target sequence (O95372 whole entry, looked up): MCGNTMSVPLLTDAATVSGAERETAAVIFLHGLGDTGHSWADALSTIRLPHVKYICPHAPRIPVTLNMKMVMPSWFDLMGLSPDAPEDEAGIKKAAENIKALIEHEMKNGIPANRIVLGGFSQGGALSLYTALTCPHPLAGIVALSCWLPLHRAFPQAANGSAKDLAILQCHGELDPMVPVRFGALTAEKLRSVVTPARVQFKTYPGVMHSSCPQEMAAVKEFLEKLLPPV
PAFAH1B2 inh = PAFAH1B2 enzyme inhibitors, primary screen, biochemical, fluorescence polarization, human; Platelet-activating factor acetylhydrolase IB subunit alpha2 (Homo sapiens), P68402; recombinant PAFAH1B2, FP-rhodamine activity probe; inhibition, % at 3.39 µM; 1.2% of 340,000 active;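 active means inhibition above the mean of all tested compounds plus 3 SD, cut at about 24% in these data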;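 further: 0% = enzyme with DMSO and 100% = wells lacking PAFAH1B2; many of its hits are not listed in these tables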
LYPLA1 counter = LYPLA1 inhibitors, primary screen, counter-screen for PME1 inhibitor project, biochemical, fluorescence polarization, FP-Rh probe ABPP; 0.16% of 320,000 active; recombinant LYPLA1; AID 2174, 2009; Acyl-protein thioesterase 1 (Homo sapiens), O75608; inhibition, % at 5.9 µM;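 active means inhibition above the mean of all tested compounds plus 3 SD, set per campaign, cut at about 14% in these data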;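 further: inhibitors block serine hydrolase probe labeling of LYPLA1 so polarization falls; 0% = enzyme with DMSO and 100% = wells lacking LYPLA1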
GSTO1 inh = inhibitors of recombinant GSTO1, primary screen, counter-screen for RBBP9 inhibitor project, biochemical, fluorescence polarization | Glutathione S-transferase omega-1 (Homo sapiens), P78417 | activity-based probe fluorescence polarization | inhibition, % at 5.96 µM | 1.1% of 300,000 active | AID 1974, 2009;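 active means inhibition above the campaign mean inhibition plus 3 SD, cut at about 35% in these data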;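 further: 0% = GSTO1-1 with DMSO and 100% = wells lacking GSTO1-1 enzyme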
Numbers without * were called inactive; x = no result given. This is a subset; count on the stated rates, not on these rows.

structure	PAFAH2 inh	pPAFAH FP inh	PAD4 FP inh	PREPL inhibitor	PAFAH1B3 FP inh	LYPLA2 inh	PAFAH1B2 inh	LYPLA1 counter	GSTO1 inh
CC(O)Cn1nc([N+](=O)[O-])nc1N (configuration not stated)	-1	3	-1	11	0	1	1	2	8
Cn1c2c(c(=O)[nH]c1=O)C(NC(=O)c1ccco1)(C(F)(F)F)C(=O)N2 (configuration not stated)	2	1	0	-3	0	-8	-4	-3	-1
COc1ccccc1C(CNC(=O)c1cccc(NS(=O)(=O)c2ccc(C)c(F)c2)c1)N1CCCC1 (configuration not stated)	2	11	-4	-11	4	5	0	3	-1
O=C(Cn1c(=O)oc2cc(S(=O)(=O)N3CCOCC3)ccc21)N1CCc2ccccc2C1	8	5	6	17	12	4	3	-3	12
CCOC(=O)CC1C(=O)NCCN1S(=O)(=O)c1ccc(C)cc1 (configuration not stated)	2	-2	-5	-2	9	-14	2	0	6
O=C(COC(=O)c1ccc(F)c(S(=O)(=O)N2CCOCC2)c1)NCc1ccco1	9	4	2	-3	7	3	3	1	2
CCc1ccc(-n2c(SCC(=O)N3Cc4ccccc4CC3C(=O)O)nnc2-c2ccncc2)cc1 (configuration not stated)	-1	5	-3	1	4	0	-1	-2	-5
CC(=O)N1c2ccc(S(=O)(=O)N(C)Cc3ccco3)cc2CC1C (configuration not stated)	7	1	-3	0	4	-5	1	-5	1
COc1ccc(NC(=O)[C@@H]2CCCN2S(=O)(=O)c2ccccc2F)cc1S(=O)(=O)N1CCCCC1	2	1	4	0	3	x	5	x	x
N=c1n(CC(=O)O)c2ccccc2n1Cc1ccccc1Cl	-3	-3	2	-1	6	-2	1	0	7
COc1ccc(-c2nc(N)nc(C(F)(F)F)c2-c2ccccc2OC)c(O)c1	6	3	-3	-2	6	5	1	6	5
CCOC(=O)n1c(=O)n(Cc2ccccc2)c2ccccc21	4	4	-4	-5	5	-1	3	-4	-2
COc1ccc(S(=O)(=O)NNc2nc(C)cc(C)n2)cc1[N+](=O)[O-]	-5	-1	3	19	1	0	2	-3	7
CC(=O)O[C@H]1C(=O)[C@@]2(C)[C@H]([C@H](OC(=O)c3ccccc3)[C@]3(O)C[C@H](OC(=O)[C@H](O)[C@@H](NC(=O)c4ccccc4)c4ccccc4)C(C)=C1C3(C)C)[C@]1(OC(C)=O)CO[C@@H]1C[C@@H]2O	-5	-4	-1	0	4	0	1	-1	-1
CCN(CC)CCn1c(NS(=O)(=O)c2ccc(C)cc2)nc2ccccc21	0	-5	-3	1	2	2	-1	0	x
O=C(O)CCCN1C(=O)C(=O)/C(=C(/O)c2ccccc2)C1/C=C/c1ccccc1 (configuration not stated)	4	4	-10	-1	1	-3	6	1	5
O=C(CSc1nnc(Cn2c(=O)sc3ccccc32)n1-c1ccccc1)N1CCOCC1	4	5	2	-8	5	7	2	1	8
CCOC(=O)c1[nH]c2ccc(C)cc2c1N=CN(CC)CC	-1	4	-2	3	-1	6	2	-3	-7
CC1(NC(=O)c2cccc(S(=O)(=O)N3CCN(c4ccccc4)CC3)c2)CCS(=O)(=O)C1 (configuration not stated)	1	-4	-1	-1	9	4	3	4	-6
CCNc1nc(Cl)nc(-c2cn(-c3ccccc3)c3ccccc23)n1	4	1	-6	-6	1	-4	0	3	-1
CCC(=NCCc1c(C)[nH]c2ccc(C)cc12)C1=C(O)CC(c2ccccc2)CC1=O (configuration not stated)	7	10	-1	23	10	3	-1	-2	2
COc1cc(/C=C/C(=O)NC(C)C2CC3CCC2C3)cc(OC)c1OC (configuration not stated)	7	9	1	1	9	1	17	2	-1
COc1ccc(C2(C)NC(=O)N(CC(=O)Nc3c(C)n(C)n(-c4ccccc4)c3=O)C2=O)cc1 (configuration not stated)	-1	3	-8	6	13	-3	-3	1	8
Cc1ccc(-c2csc3ncn(CC#N)c(=O)c23)cc1C	11	21	-5	16	9	-6	1	-7	39*
N#Cc1ccc(CSc2nnc(-c3c[nH]c4ccccc34)n2-c2ccccc2)cc1	0	9	-3	42	1	0	6	0	2
Cc1[nH]c2ccccc2c1SCc1n[nH]c(=S)n1C	-3	0	-1	-7	5	2	5	0	0
O=C(NCC(=O)N(CC1CCCO1)C(C(=O)NC1CCCCC1)c1ccc(F)cc1)c1ccco1 (configuration not stated)	-4	-1	5	15	12	-9	1	-2	1
COCCn1nnnc1CN1CCN2CCCC2C1 (configuration not stated)	-1	-2	2	3	5	4	1	-2	8
CS(=O)(=O)N1CCN(c2ccc(NC(=S)NC(=O)c3cccs3)cc2)CC1	0	3	-1	-5	-3	3	2	0	-1
CC1(C)C2CCC1(CS(=O)(=O)N1CCN(c3ccccc3F)CC1)C(=O)C2 (configuration not stated)	-2	4	-3	4	9	0	5	2	-2
COC(=O)N/N=C/c1ccccc1OCCOc1ccc(OC)cc1	3	1	-2	4	3	35*	0	1	-3
Cc1c(CNC(=O)c2nn3c(c2Cl)NC(c2ccccc2)CC3C(F)(F)F)cnn1C (configuration not stated)	0	7	-2	7	4	7	9	1	6
COCCn1ccc2c(OCC(=O)NCCc3ccccc3)cccc2c1=O	-7	3	1	3	4	10	1	6	1
COc1ccc(-c2cccc(NS(=O)(=O)c3cc([N+](=O)[O-])c(C)c([N+](=O)[O-])c3)c2)nn1	9	15	0	-4	5	-2	7	0	4
CN(CC(=O)Nc1ccc(F)c(F)c1F)C(=O)C1CC(=O)N(c2ccc3c(c2)OCCO3)C1 (configuration not stated)	0	5	0	17	-6	-6	6	1	14
O=C(c1ccc(S(=O)(=O)N2CCOCC2)cc1)N1CCN(c2ccccn2)CC1	4	0	-2	2	-3	-4	1	0	3
C=CCN(c1ccc(C(=O)Nc2cccc(C)c2)cc1)S(C)(=O)=O	1	4	-2	-3	-5	1	-1	2	4
O=C(CN(C(=O)CCC(=O)Nc1ccccn1)c1ccc(F)cc1)NCCc1ccccc1	12	6	-3	-4	4	-2	2	1	1
COCCN(C(=O)c1cc(-c2ccncc2)nc2ccccc12)c1c(N)n(CC(C)C)c(=O)[nH]c1=O	-3	0	-6	2	8	3	-4	0	16
COc1ccc(/C=C/C(=O)NCCc2ccc(OC)c(OC)c2)cc1	-1	3	2	-2	4	5	3	1	4
C=CCn1c(SCc2c(C)noc2C)nc2sc3c(c2c1=O)CCCCC3	-2	-2	-4	3	4	3	1	1	5
CC(=O)c1cc2c(cc1NC(=O)CSc1nc3ccccc3o1)OCO2	-1	-3	-4	-3	5	-2	6	-1	7
COc1cc2c(c(OC)c1OC)C(=O)CC2	2	-1	2	0	8	-3	6	-2	5
CCOCCn1c(CC)nc2ccccc21	1	7	-2	-2	8	2	1	-1	-7
CCCNc1nc2c(c(=O)n(C)c(=O)n2C)n1Cc1ccc(F)cc1	4	1	0	4	-5	-5	-5	-1	1
O=C(COC(=O)c1ccc(OC(F)F)cc1)Nc1cccc(S(=O)(=O)NC2=NCCC2)c1	31*	1	0	12	10	-6	-1	-5	x
COc1ccccc1CC(=O)Nc1ccc(S(=O)(=O)N(C)C2CCN(C)CC2)cc1	-6	1	-2	9	6	7	4	4	x
CC(Oc1cccc2cccnc12)C(=O)N/N=C/c1ccccc1 (configuration not stated)	3	7	1	8	8	5	3	0	-1
C#CCOCCOCCOCCNc1nc(N2CCN(C(=O)[C@H](CO)n3cc([C@@H](N)C(C)C)nn3)CC2)nc(N2CCN(C(=O)[C@H](CCC(=O)O)n3cc([C@@H](N)[C@H](C)CC)nn3)CC2)n1	-5	1	-1	16	5	x	-1	x	x
O=C(NCCO)C(=O)Nc1cc2c3c(c1)CCN3C(=O)CC2	1	8	1	0	5	4	-4	1	5
COc1ccc(C(=O)Cc2cc(OC)c(OC)cc2[N+](=O)[O-])c(OC)c1	2	-3	-2	11	9	20	3	0	3
Cc1ccc(NC(=S)NCCN(C2CCCCC2)C2CCCC2)cc1C	7	2	-5	40	12	9	-2	-2	1
CNC(=O)C1CC(=O)N(CCc2ccc(OC)cc2)C(=Nc2ccc(OC)cc2)S1 (configuration not stated)	3	1	2	-5	6	2	3	-4	-3
COCc1n[nH]c(=S)n1-c1ccccc1	-1	-2	-2	6	1	5	-8	3	-6
CC1CCCN(CCC(=O)c2ccc(Br)cc2)C1 (configuration not stated)	3	7	-4	-21	5	-3	8	1	-25
COc1cccc(C(=O)OCCCN(C)C)c1	-9	0	-1	2	-3	6	1	3	5
O=C(CN(Cc1ccc(F)cc1)C(=O)CNS(=O)(=O)c1ccc(F)cc1)NCC1CCCO1 (configuration not stated)	0	7	3	0	4	2	1	1	-3
CN(CC(=O)Nc1ccc(Cl)c(C(F)(F)F)c1)C(=O)Cc1n[nH]c(=O)c2ccccc12	4	11	0	57*	-2	7	1	2	-4
COC(=O)C1(C)CCC(C(=O)Nc2ccccc2)C1(C)C (configuration not stated)	1	2	-2	-10	5	0	3	2	12
O=C1C2CC=CCC2C(=O)N1c1ccc(OCC(O)Cn2nnc3ccccc32)cc1 (configuration not stated)	-3	2	2	6	8	-3	9	-1	-1

Other results follow.
structure	PAFAH2 inh	pPAFAH FP inh	PAD4 FP inh	PREPL inhibitor	PAFAH1B3 FP inh	LYPLA2 inh	PAFAH1B2 inh	LYPLA1 counter	GSTO1 inh
Cc1cccc(CCNC(=O)C2CCC(CNS(=O)(=O)c3cccs3)CC2)c1 (configuration not stated)	2	5	-6	-2	3	4	-1	10	6
Cc1csc(NC(=O)CN2C(=O)c3ccccc3S2(=O)=O)n1	3	3	-1	1	4	3	-9	2	-2
O=C(NC(Cc1ccccc1)C(=O)O)/C(=C/c1ccc([N+](=O)[O-])cc1)NC(=O)c1ccccc1Br (configuration not stated)	-2	4	-1	2	7	-2	3	-1	0
Cc1c(C)n2c(SCC(=O)N3CCCCC3)nnc2[nH]c1=O	-2	3	-5	-3	-1	-1	6	0	-4
N#Cc1c(NC(=O)C2CC(c3c(F)cccc3Cl)=NO2)sc2c1CCC2 (configuration not stated)	7	4	1	-14	6	-4	3	-3	-12
Nc1ccc(Nc2ccccc2N)cc1	-5	19	-3	94*	7	-5	3	-4	19
COc1ccc(C(=O)NC(=S)Nc2ccc(CN3CCOCC3)cc2)cc1OC	x	2	-3	13	x	12	x	4	-12
COc1ccc(Br)cc1CN1CCN(C(=O)c2cccc(OC)c2OC)CC1	-1	4	-2	35	10	1	7	3	-4
COc1ccc(CN2C(=NC(=O)CCc3ccccc3)SC3CS(=O)(=O)CC32)cc1 (configuration not stated)	2	3	-2	28	3	-5	2	-4	3
